GDH-TPI counter: GDH-TPI coupling enzyme inhibitors, primary screen, artefact control for M. tuberculosis FBA inhibitor project, biochemical, absorbance, full deck | GDH-TPI coupled enzyme counterscreen, NADH absorbance | 1.2% of 360,000 active | inhibition, % at 4.8 µM; in the data active = inhibition above about 30%;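 note: 0% = DMSO wells and 100% = wells lacking the enzyme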
Mtb UGM inh: M. tuberculosis UGM enzyme inhibitors, primary screen, biochemical, fluorescence polarization, single point; purified UGM, fluorescence polarization probe displacement; inhibition, % at 10 µM; 0.06% of 320,000 active; in the data active = inhibition above about 10%, passing the limit was not always enough; inconclusive = no clear call, values can overlap the other calls
BioA inh: M. tuberculosis BioA enzyme inhibitors, primary screen, biochemical, plate reader, single point, HTS. 7,8-diaminopelargonic acid synthase BioA (Mycobacterium tuberculosis). purified M. tuberculosis BioA enzyme. inhibition, % at 9.99 µM. 0.096% of 360,000 active; in the data active = inhibition above about 40%; inconclusive = no clear call, values can overlap the other calls
TcdB inh: TcdB glycohydrolase inhibitors, primary screen, biochemical, single point, plate reader; Toxin B (Clostridioides difficile), P18177; TcdB glycohydrolase enzymatic assay; inhibition, % at 9.99 µM; 0.24% of 350,000 active; in the data active = inhibition above about 10%
Target sequence (P18177 whole entry, looked up): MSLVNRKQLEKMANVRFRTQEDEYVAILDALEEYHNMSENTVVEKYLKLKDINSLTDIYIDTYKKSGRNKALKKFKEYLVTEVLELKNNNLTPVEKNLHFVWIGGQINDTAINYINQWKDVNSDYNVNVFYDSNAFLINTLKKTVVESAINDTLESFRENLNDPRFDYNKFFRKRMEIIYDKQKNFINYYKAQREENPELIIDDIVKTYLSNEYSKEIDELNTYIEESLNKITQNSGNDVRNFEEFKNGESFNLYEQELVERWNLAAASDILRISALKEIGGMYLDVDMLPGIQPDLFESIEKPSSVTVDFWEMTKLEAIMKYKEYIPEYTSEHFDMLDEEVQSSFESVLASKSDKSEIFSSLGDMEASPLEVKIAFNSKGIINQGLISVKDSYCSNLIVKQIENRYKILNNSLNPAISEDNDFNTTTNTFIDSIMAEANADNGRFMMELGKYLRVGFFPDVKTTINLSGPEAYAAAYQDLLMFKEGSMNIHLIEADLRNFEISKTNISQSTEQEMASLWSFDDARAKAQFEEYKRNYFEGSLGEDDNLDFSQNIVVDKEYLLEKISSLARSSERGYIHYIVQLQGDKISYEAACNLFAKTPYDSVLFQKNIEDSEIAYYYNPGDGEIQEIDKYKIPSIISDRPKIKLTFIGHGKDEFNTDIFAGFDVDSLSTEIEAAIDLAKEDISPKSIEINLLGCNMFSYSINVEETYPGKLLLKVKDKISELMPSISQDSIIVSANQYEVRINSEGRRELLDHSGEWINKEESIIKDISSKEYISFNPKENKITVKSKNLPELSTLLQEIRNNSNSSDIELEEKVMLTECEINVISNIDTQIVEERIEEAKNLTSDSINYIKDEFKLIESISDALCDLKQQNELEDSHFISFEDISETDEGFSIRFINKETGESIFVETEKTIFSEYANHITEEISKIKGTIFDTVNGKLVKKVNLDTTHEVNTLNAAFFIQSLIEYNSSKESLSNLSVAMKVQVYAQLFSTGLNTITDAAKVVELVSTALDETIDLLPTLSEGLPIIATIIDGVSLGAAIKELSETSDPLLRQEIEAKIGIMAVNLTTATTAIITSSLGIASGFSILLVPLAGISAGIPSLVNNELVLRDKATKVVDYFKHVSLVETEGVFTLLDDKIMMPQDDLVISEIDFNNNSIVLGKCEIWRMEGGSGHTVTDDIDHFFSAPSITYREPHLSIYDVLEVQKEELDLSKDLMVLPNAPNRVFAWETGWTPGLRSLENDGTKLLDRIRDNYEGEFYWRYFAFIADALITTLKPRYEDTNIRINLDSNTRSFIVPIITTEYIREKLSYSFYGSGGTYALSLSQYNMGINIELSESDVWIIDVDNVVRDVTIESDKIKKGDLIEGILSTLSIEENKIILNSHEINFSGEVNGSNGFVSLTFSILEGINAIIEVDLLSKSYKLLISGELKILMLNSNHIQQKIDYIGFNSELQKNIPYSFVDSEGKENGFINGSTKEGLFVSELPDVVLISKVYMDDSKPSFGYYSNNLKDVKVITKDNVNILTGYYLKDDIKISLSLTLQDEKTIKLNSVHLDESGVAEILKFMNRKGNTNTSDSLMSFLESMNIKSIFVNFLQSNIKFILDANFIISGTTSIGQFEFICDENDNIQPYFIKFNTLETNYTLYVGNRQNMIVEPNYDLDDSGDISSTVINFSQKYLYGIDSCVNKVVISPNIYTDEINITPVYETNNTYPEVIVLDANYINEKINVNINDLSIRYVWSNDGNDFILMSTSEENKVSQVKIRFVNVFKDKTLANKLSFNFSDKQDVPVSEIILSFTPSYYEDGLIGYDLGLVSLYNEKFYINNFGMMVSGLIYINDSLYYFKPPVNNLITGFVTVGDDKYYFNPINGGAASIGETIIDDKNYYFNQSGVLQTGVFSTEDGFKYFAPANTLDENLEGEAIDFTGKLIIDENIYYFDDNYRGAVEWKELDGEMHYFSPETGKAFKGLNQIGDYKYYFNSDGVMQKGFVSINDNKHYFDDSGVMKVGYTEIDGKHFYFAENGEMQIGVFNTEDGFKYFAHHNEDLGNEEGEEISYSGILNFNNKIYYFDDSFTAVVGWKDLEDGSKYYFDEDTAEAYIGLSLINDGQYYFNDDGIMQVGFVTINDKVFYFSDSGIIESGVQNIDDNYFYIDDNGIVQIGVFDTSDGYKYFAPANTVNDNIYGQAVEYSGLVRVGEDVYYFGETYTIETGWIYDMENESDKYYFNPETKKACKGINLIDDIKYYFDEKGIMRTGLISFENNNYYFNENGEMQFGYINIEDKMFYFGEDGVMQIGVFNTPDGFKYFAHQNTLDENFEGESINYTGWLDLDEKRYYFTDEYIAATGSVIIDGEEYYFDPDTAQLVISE
BH1578 lux ind: inducers of Vibrio cholerae quorum light production without autoinducers, primary screen, BH1578 luxS cqsA deficient, single point | 0.16% of 350,000 active | activation, % at 18.7 µM | V. cholerae BH1578 lux reporter, luminescence, 6 h; in the data active = activation mostly above about 9.7%, no sharp cut-off; inconclusive = no clear call, values can overlap the other calls; inactive = mostly below about 3.7%; note: not every result past the cut was called active; inactives centre near 0; reference of the scale not given here
FadD28 FP inh: inhibitors of FadD28 bisubstrate probe binding, primary screen, biochemical, fluorescence polarization, single point; AID 588549, 2011; 0.22% of 360,000 active; Mycobacterium tuberculosis FadD28 fatty-acid-AMP ligase; inhibition, % at 12.5 µM; in the data active = inhibition above about 8.5%, passing the limit was not always enough; inconclusive = no clear call, values can overlap the other calls
PfHsp40 rescue: rescue of yeast from PfHsp40 toxicity, primary screen, S. cerevisiae, ATP luminescence; S. cerevisiae expressing PfHsp40, growth rescue; growth rescue, % at 12.5 µM; 0.68% of 340,000 active; AID 504582, 2011; in the data active = growth rescue above about 28%, passing the limit was not always enough; inconclusive = no clear call, values can overlap the other calls;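 note: yeast W303a lacking pdr1 and pdr3 grown in galactose medium; growth measured after three days at 30 °C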
Mtb FBA inh: Mtb FBA enzyme inhibitors, primary screen, biochemical, fluorescence, strain H37Rv; Fructose-bisphosphate aldolase (Mycobacterium tuberculosis (strain ATCC 25618 / H37Rv)), …; purified M. tuberculosis FBA, fluorescence read-out; inhibition, % at 1 µM; 2.3% of 360,000 active; AID 588726, 2011; in the data active = inhibition above about 27%;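 note: 0% = vehicle and 100% = reference inhibitor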
Yp Topo-I inh: Yersinia pestis topoisomerase I inhibitors, primary screen, biochemical, cleavage product accumulation, plate reader, single point. DNA topoisomerase I (Yersinia pestis CO92). Y. pestis Topo-I cleavage product accumulation. activity, % at 10 µM. 0.064% of 360,000 active. AID 504884, 2011; in the data active = activity above about 50%, passing the limit was not always enough; inconclusive = no clear call, values can overlap the other calls; note: inactives centre near 2
The depositor's hits bear a star; i = inactive; ? = inconclusive; · = no result given.

SMILES	GDH-TPI counter	Mtb UGM inh	BioA inh	TcdB inh	BH1578 lux ind	FadD28 FP inh	PfHsp40 rescue	Mtb FBA inh	Yp Topo-I inh
COc1ccc(CCNC(=O)c2cccc([N+](=O)[O-])c2)cc1OC	0	-0.1	·	0.9	-0.6	0.8	-1.1	1	-2
Cc1ccc(C)c(N2CCN(S(=O)(=O)c3ccc4[nH]c(=O)ccc4c3)CC2)c1	9	-3.4	-2.1	0.2	-0.6	-0.2	0.6	1	3
CN(C)S(=O)(=O)N1CCN(c2cc(Cl)ccc2Cl)CC1	2	-1.0	-2.1	·	i	0.0	-0.8	-1	14
CNC(=O)COC(=O)c1ccc(OCC(=O)Nc2ccccc2OC)c(OC)c1	-6	-0.4	·	0.4	i	-2.7	0.6	-1	-1
CCOc1ccc2nc(SCC(=O)N3c4ccccc4Sc4ccccc43)c(C#N)cc2c1	3	-1.0	·	0.5	-0.2	-1.6	0.5	2	5
COc1cccc(-c2nc3n(n2)C(c2ccc4c(c2)OCO4)C(C(N)=O)=C(C)N3)c1 (stereo unspecified)	-3	2.0	-1.6	·	-0.6	-7.5	-0.2	1	-1
C/C(=C\c1cc(C(=O)O)c(C)o1)CO	19	1.9	-2.0	·	-0.1	-1.6	-2.1	-1	-4
COc1c(NC(C)=O)c2c(c([N+](=O)[O-])c1OC)C(=O)OC2	7	·	0.3	0.4	-13	-1.2	0.1	0	-3
CN(C)c1ccc(/C=N/Nc2nncc3ccccc23)cc1	17	1.7	0.0	0.4	-1.7	0.4	-0.2	2	0
O=C(C1CCC(=O)N1Cc1ccc(F)cc1)N1CCC2(CC1)OCCO2 (stereo unspecified)	-1	2.4	0.4	·	-0.5	-4.4	1.3	-1	-4
COc1ccc(NC(=O)CCC2COc3ccccc3O2)c(OC)c1 (stereo unspecified)	7	-0.8	0.5	·	-0.5	0.4	-1.3	5	2
CN(C)CC1CSCCC1(O)c1ccc(C(F)(F)F)cc1 (stereo unspecified)	10	3.3	-0.7	1.5	-0.5	-0.5	0.3	-1	2
Cc1nc(N)sc1-c1nnc(SCC(=O)Nc2ccccc2C(F)(F)F)n1C	7	-2.1	4.7	·	-0.2	0.8	1.0	0	-4
NC(=O)c1ncn([C@@H]2O[C@H](CNS(=O)(=O)c3cc4ccccc4s3)[C@@H](O)[C@H]2O)n1	-11	·	2.4	0.8	-0.2	-5.1	-0.8	-2	6
Cc1ccc(N/C=C(\C2OC(=O)c3ccccc32)[N+](=O)[O-])c(C)c1 (stereo unspecified)	17	-1.7	·	-0.5	i	-0.6	3.2	5	-8
CCCc1nc2oc3c(OC)ncnc3c2c2c1COC(C)(C)C2	-1	1.8	-0.4	3.3	-2.4	-2.3	-0.3	0	0
CCOC(=O)N1CCC(NC(=O)CC2C(=O)NCCN2Cc2ccc(C)cc2)CC1 (stereo unspecified)	0	1.2	1.1	1.9	i	-2.5	-0.8	-1	8
CCOC(=O)CC(=O)CSc1ccc2nnc(-c3ccc(C)cc3)n2n1	12	·	3.8	·	-0.2	-0.5	-0.3	2	9
Cc1cccc(-c2noc(-c3ccc(F)cc3)n2)c1	-1	4.5	·	·	-0.3	1.9	-0.4	2	1
Cn1c(SCC(=O)N2CCCC2=O)nc2ccccc21	-5	-1.1	·	0.7	i	-3.8	0.0	-2	-9

4 compounds from above, showing only Mtb FBA inh.
Molecule	Mtb FBA inh
CN(C)S(=O)(=O)N1CCN(c2cc(Cl)ccc2Cl)CC1	-1
CNC(=O)COC(=O)c1ccc(OCC(=O)Nc2ccccc2OC)c(OC)c1	-1
CCOc1ccc2nc(SCC(=O)N3c4ccccc4Sc4ccccc43)c(C#N)cc2c1	2
COc1cccc(-c2nc3n(n2)C(c2ccc4c(c2)OCO4)C(C(N)=O)=C(C)N3)c1 (stereo unspecified)	1

Later entries.
SMILES	GDH-TPI counter	Mtb UGM inh	BioA inh	TcdB inh	BH1578 lux ind	FadD28 FP inh	PfHsp40 rescue	Mtb FBA inh	Yp Topo-I inh
CCCc1cc(=O)[nH]c(SCC(=O)Nc2ncc(S(=O)(=O)c3ccc([N+](=O)[O-])cc3)s2)n1	15	3.6	1.3	0.9	-0.4	-1.1	-1.3	6	1
CC12CCC(=O)N1C(C(=O)OCC(=O)Nc1sccc1C#N)CS2 (stereo unspecified)	-1	2.3	-0.1	·	-0.3	-1.5	-1.4	1	-6
CCCCN1C(=O)C(O)(CC(=O)c2ccccn2)c2ccccc21 (stereo unspecified)	7	0.3	·	0.5	44*	-1.0	-0.6	4	-5
CN1CCN(C(=O)/C(=C/c2cn(S(=O)(=O)N(C)C)c3ccccc23)NC(=O)c2ccccc2F)CC1	8	-2.7	0.4	1.0	-0.2	-2.9	1.7	0	24
CCCc1cc(CCC)n2nc(N)nc2n1	5	·	·	1.4	2.9	-1.9	·	32*	6
COc1ccc(-c2cc(-c3ccc(OC)cc3)c(C#N)c(SC)n2)cc1	3	0.5	1.1	-1.2	1.4	-1.1	0.5	1	2
CC1CCCCN1C(=O)CCS(=O)(=O)c1cccc2nonc12 (stereo unspecified)	3	-1.4	-0.7	-1.3	-1.1	?	-0.2	3	8
CCc1nc2ccc(C(=O)NCCN3CCOCC3)cn2c1N(CCC(C)C)CCN(C)C	1	·	-2.3	0.7	0.1	-0.7	·	0	-5
COc1cc(OC)cc(C(=O)Nc2ccc(S(=O)(=O)Nc3nc(C)cc(C)n3)cc2)c1	5	0.0	·	0.5	0.4	-9.3	0.0	4	6
COc1ccc(Cl)c2sc(N(Cc3cccnc3)C(C)=O)nc12	0	-5.0	-2.1	1.4	-0.2	-0.7	0.2	4	-4
O=[n+]1cc(-c2ccccc2)n([O-])c2c1CCCCC2	-1	-3.1	·	0.7	-0.2	-1.7	-0.2	-1	0
CCOC(=O)C1=C(CN2CCc3ccccc32)NC(=O)NC1c1cc(C)ccc1C (stereo unspecified)	0	2.9	1.0	·	-0.1	-1.4	1.4	-2	6
CCOC(=O)c1sc2nc(CC(=O)OC)nc(N3CCN(c4ccccn4)CC3)c2c1C	17	3.0	-0.6	0.7	i	-3.0	7.4	2	4
OCCN(Cc1ccccc1)CC1CCCCC1	3	-1.0	0.1	·	-0.2	0.6	-0.5	4	-5
Cc1cc(-c2nnc(SCC(=O)Nc3ccccc3Cl)n2C)no1	10	-4.1	-0.1	0.4	0.3	-0.6	-1.2	1	2
CC1=C(C(=O)OC(C)C)C(c2ccc(C)o2)C(C(=O)OC(C)C)=C(C)N1	3	-0.4	·	2.8	-0.6	-2.8	-0.7	12	13
C/C(=N\NC(=O)c1ccc(F)cc1)c1cccc(NC(=O)c2ccco2)c1	-1	-1.7	6.9	·	i	-0.8	-0.5	4	-7
O=C1CCCC2=C1C1(CCCC1)N=C(Nc1nc3cc(-c4ccccc4)ccc3o1)N2	5	·	-0.7	4.2	0.7	-9.3	·	1	9
COc1ccc(C(=O)NCC(=O)OCC(=O)N2CC(C)OC(C)C2)cc1OC (stereo unspecified)	9	2.7	-1.1	0.0	i	-3.2	-2.8	2	8
CC(=O)N1Cc2ccccc2CC1C(=O)NCc1ccccc1F (stereo unspecified)	-12	-1.9	-1.3	0.4	-5.6	-2.3	-0.9	-8	-5

4 entries from above, bar-delimited:
smiles | GDH-TPI counter | Mtb UGM inh | BioA inh | TcdB inh | BH1578 lux ind | FadD28 FP inh | PfHsp40 rescue | Mtb FBA inh | Yp Topo-I inh
Cc1ccc(C)c(N2CCN(S(=O)(=O)c3ccc4[nH]c(=O)ccc4c3)CC2)c1 | 9 | -3.4 | -2.1 | 0.2 | -0.6 | -0.2 | 0.6 | 1 | 3
CN(C)S(=O)(=O)N1CCN(c2cc(Cl)ccc2Cl)CC1 | 2 | -1.0 | -2.1 | · | i | 0.0 | -0.8 | -1 | 14
CNC(=O)COC(=O)c1ccc(OCC(=O)Nc2ccccc2OC)c(OC)c1 | -6 | -0.4 | · | 0.4 | i | -2.7 | 0.6 | -1 | -1
CCOc1ccc2nc(SCC(=O)N3c4ccccc4Sc4ccccc43)c(C#N)cc2c1 | 3 | -1.0 | · | 0.5 | -0.2 | -1.6 | 0.5 | 2 | 5

More structures
SMILES	GDH-TPI counter	Mtb UGM inh	BioA inh	TcdB inh	BH1578 lux ind	FadD28 FP inh	PfHsp40 rescue	Mtb FBA inh	Yp Topo-I inh
CN(C(=O)Cc1noc2ccccc12)c1ccccc1	-12	-0.4	·	·	-1.0	-6.1	0.1	-4	-1
COc1ccc(C(=O)Oc2cccnc2)cc1	-2	-0.8	-1.7	·	i	-2.8	0.4	0	-1
CN1C(c2ccc(F)cc2)=CS/C1=C(/C#N)c1nnc(N2CCOCC2)n1-c1ccccc1	10	1.1	·	1.0	0.3	-1.5	0.8	-2	29
CCN(CC(=O)Nc1ccc2c(c1)OCCO2)C(=O)COc1ccc(C(C)=O)cc1	-6	·	7.8	-9.8	i	-4.1	·	0	0
CC(C)(C)n1nnnc1C(CCc1ccccc1)N1CCN(C/C=C/c2ccccc2)CC1 (stereo unspecified)	·	·	0.7	0.7	·	-1.6	·	0	·
C/C(CC(=O)Nc1ccc(N(C)C)cc1)=N\NC(=O)c1ccc(Cl)cc1	8	-0.8	-1.3	-7.8	i	0.0	-1.1	2	-3
Cc1ccc(F)cc1NC(=O)CSc1nc(Nc2ccccc2)nc(N2CCOCC2)n1	1	3.2	-0.5	3.4	-0.4	0.8	-0.6	3	6
O=C(c1ccc(Cl)cc1)c1c[nH]c(C(=O)C(Cl)(Cl)Cl)c1	-6	1.3	-0.2	·	-0.5	-4.8	0.2	-1	-7
CCOCCCNC(C(=O)Nc1ccc(OC)c(Cl)c1)c1ccccc1 (stereo unspecified)	0	1.9	1.8	2.0	-0.9	-3.7	1.5	2	8
N[C@@H](Cc1ccccc1)c1nnc2sc(SCc3ccccc3)nn12	-2	2.3	8.2	·	-0.3	-0.2	?	0	14
COc1ccc(C(=O)N2CCCC(Nc3ccc(C(C)C)cc3)C2)c(OC)n1 (stereo unspecified)	0	-0.1	1.3	-0.6	1.7	-0.4	1.9	-3	25
CCn1ccnc1CNC(=O)c1ccc2oc(C(C)C)nc2c1	-5	-0.3	-1.7	0.7	i	-0.2	-1.1	1	2
CCOc1ccccc1/C=N/NC(=O)c1cc(C(C)C)[nH]n1	22	-3.7	1.2	0.5	-4.0	-2.2	0.4	2	-1
C/C(Cl)=C\Cn1c(NCCc2ccccc2)nc2c1c(=O)n(C)c(=O)n2C	2	0.7	-0.5	1.9	2.0	-1.0	0.4	4	9
O=C(OCC(=O)N1CCCC1)c1cncc(Br)c1	3	2.7	0.3	·	i	-1.7	-1.6	3	2
Cc1ccc(-c2csc3ncnc(Oc4ccc5c(C)cc(=O)oc5c4)c23)cc1	10	-2.3	·	-5.5	-0.3	0.2	-0.4	14	3
O=C(O)C1CC(=O)N(CCc2c[nH]c3ccccc23)C1 (stereo unspecified)	6	2.2	-0.7	·	-0.6	-2.0	0.5	2	4
O=C1OC(NC(=O)c2ccccc2)C(N2CCOCC2)=C1Cl (stereo unspecified)	-2	2.6	1.2	·	i	-2.3	-0.1	2	-3
COc1ccc(CCNC(=O)CCc2ccc(S(=O)(=O)NC(C)C)cc2)cc1	4	0.3	-0.4	1.0	2.4	-1.7	-1.3	1	0
CCN1CCN(S(=O)(=O)c2ccc(Cl)nc2)CC1	-1	-2.3	·	·	-0.7	-3.2	-0.1	-3	-7
Cc1ccsc1C(=O)OCC(=O)Nc1nnc(-c2ccccc2)o1	7	3.2	0.3	0.8	i	3.6	-0.4	1	3
CCOC(=O)C1=C(COC(=O)CSc2ccc(C)cc2)NC(=O)NC1C (stereo unspecified)	-3	2.3	·	1.9	-2.7	-4.8	-0.9	-2	10
COC(=O)c1sccc1NC(=S)OC	3	2.7	·	0.8	i	1.4	-1.1	-2	3
O=C(C1CC(c2ccccc2O)=NO1)N1CCCC1 (stereo unspecified)	4	1.0	0.9	0.6	i	-0.6	0.1	-2	-1
